KLF5 inh – inhibitors of KLF5 expression; 0.23% of 290,000 active; DLD-1 KLF5 promoter-luciferase reporter, luminescence; inhibition, % at 5 µM;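 active means inhibition above a per-plate limit of that plate's mean compound inhibition plus 3 SD, cut at about 60% in these data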;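 further: 0% = DMSO wells and 100% = LY294002 at 200 µM; higher means less KLF5 promoter-driven luciferase light; inactives centre near -14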
TRPC4 potent – allosteric potentiators of mouse TRPC4 channel. Q9QUQ5. HEK293 TRPC4beta/mu-opioid, DAMGO EC20, Fluo-4 Ca2+ flux; active compounds read high. B-score at 10 µM. 0.42% of 310,000 active;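 active means B-score of calcium response area above 5 SD of library B-scores, with initial fluorescence ratio within 5 SD of library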;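 further: B-score of integrated fluorescence ratio over time as area under calcium response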
TRPC6 act – activators of mouse TRPC6 channel; HEK293-TRPC6 membrane potential dye fluorescence; active compounds read high; B-score at 10 µM; 0.13% of 310,000 active; AID 2550;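 active means B-score of the integrated fluorescence ratio above library mean plus 3 SD, and starting fluorescence ratio within library mean plus 5 SD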;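 further: higher score means more depolarization so channel activation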
MrgX1 antag – human MrgX1 receptor antagonism, primary screen | Q96LB2 | MRGX1-HEK293 calcium flux, Fluo-4, BAM8-22 antagonism; active compounds read low | B-score at 10 µM | 1.3% of 310,000 active | AID 588676;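 active means calcium-response B-score plate-corrected more than 3 library SD below zero, starting fluorescence within 5 deviations, no agonist response on first addition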;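 further: peak minus trough fluorescence over baseline after final BAM8-22 challenge near maximal dose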
Target sequence (Q96LB2 whole entry, looked up): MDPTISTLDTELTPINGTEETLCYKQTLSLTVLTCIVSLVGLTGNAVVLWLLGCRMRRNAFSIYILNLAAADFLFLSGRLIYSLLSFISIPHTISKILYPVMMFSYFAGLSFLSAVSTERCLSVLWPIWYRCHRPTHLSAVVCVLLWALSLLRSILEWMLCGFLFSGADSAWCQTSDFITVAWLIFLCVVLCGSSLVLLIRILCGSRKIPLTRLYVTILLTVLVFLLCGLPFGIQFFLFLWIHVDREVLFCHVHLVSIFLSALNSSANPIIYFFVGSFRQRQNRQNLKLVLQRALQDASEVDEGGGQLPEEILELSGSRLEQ
IEC-6 cytotox – IEC-6 cytotoxicity, counter-screen for KLF5 inhibitors | luminescence viability | inhibition, % at 5 µM | 0.78% of 290,000 active; in the data active means inhibition above about 22%;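 further: 0% = plate median of test compound wells and 100% = cytotoxic reference compound wells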
TRPC6 inhibitor – mouse TRPC6 channel inhibition; B-score at 10 µM; Q61143; HEK293-TRPC6, membrane potential dye, ACh-evoked depolarization; active compounds read low; 1.1% of 310,000 active;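 active means B-score under library mean minus 3 SD, initial fluorescence not abnormally high, positive integrated signal ratio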;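 further: B-score derived from integrated fluorescence ratio over the kinetic read; more negative B-score means stronger inhibition of depolarization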
TRPC4 act – opens the mouse TRPC4 cation channel | Q9QUQ5 | HEK293 TRPC4beta/mu-opioid, Fluo4 calcium fluorescence; active compounds read high | B-score at 10 µM | 0.49% of 310,000 active;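 active means B-score above 5 SD of library B-scores, and initial fluorescence ratio not above library mean plus 5 SD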;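 further: positive B-score marks a calcium rise read as TRPC4 activation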
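Assay system – TRPC4beta and mu-opioid receptor HEK293 stable cells · Measured by – Fluo4 fluorescence, kinetic · Schedule – dye loading 45 min room temperature, 110 s kinetic read · Read-out – B-scored integrated calcium fluorescence ratio · Controls – buffer and maximal DAMGO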
SKKanGAS inh – blocks kanamycin growth of S. pyogenes SKKanGAS strain; BacTiter-Glo, 6 h; inhibition, % at 7.5 µM; 1.3% of 300,000 active;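 active means mean replicate score, as percent of positive control median, at least 50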;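 further: strain carries kanamycin resistance gene driven by streptokinase promoter and grows in 40 µg/ml kanamycin; loss of luminescence reflects streptokinase promoter inhibition or plain growth inhibition; 0% = median of DMSO wells and 100% = positive control at its reference dose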
aSyn UTR inh – 5' untranslated region of α-synuclein, MLPCN primary screen; alpha-synuclein 5'UTR reporter, inhibitor activity; AID 1813; inhibition, % (tested at 7.5 µM); 0.82% of 300,000 active; in the data active means inhibition above about 60%;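 further: H4 neuroglioblastoma cells stably carrying SNCA 5'UTR luciferase fusion; 0% = DMSO wells and 100% = positive control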
HIF activator – HIF pathway transcriptional activation; U2OS HRE-luciferase reporter, luminescence; normalized: DMSO 0%, desferrioxamine 100%; activation, % at 7.5 µM (by protocol); 0.32% of 300,000 active; AID 1910;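 active means mean activation of at least 10% of the iron chelator positive control signal, with at least half of replicates also reaching 10%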
TRPC4 inh – inhibitors of mouse TRPC4 channel; B-score at 10 µM; 0.39% of 300,000 active; Q9QUQ5; AID 2247; HEK293 TRPC4beta/mu-opioid, DAMGO-evoked Fluo4 calcium flux; active compounds read low;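 active means B-score over 3 SD under the library average, no early fluorescence shift, positive overall ratio signal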
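Assay system: Stable TRPC4beta/mu-opioid receptor HEK293 cells | Reagent: DAMGO in two steps, submaximal then maximal | Compound dosing: Single concentration per test compound | Signal: Fluo4 Ca2+ flux fluorescence | Evaluation: Per-well B score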
An asterisk follows results filed as active; i = inactive; / = not tested or not shown.

SMILES	KLF5 inh	TRPC4 potent	TRPC6 act	MrgX1 antag	IEC-6 cytotox	TRPC6 inhibitor	TRPC4 act	SKKanGAS inh	aSyn UTR inh	HIF activator	TRPC4 inh
CCOC(=O)C1CCCN(Cc2nc(N)nc(Nc3ccccc3)n2)C1 (stereo unspecified)	27	i	i	i	-1	i	i	-5	-7	-0.4	i
O=S(=O)(NCCCc1ccccc1)c1cccc2nsnc12	-6	i	i	i	0	i	i	-3	5	-0.1	i
COc1ccc(C(=O)Nc2ccc(N3CCN(C)CC3)cc2)cc1	-138	i	i	i	-3	i	i	0	-165	1.8	i
Cc1ccc(C)c2c1N(Cc1ccccc1)C(=O)C21OCCO1	-35	i	i	i	3	i	i	-9	1	-4.1	i
CCOC(=O)c1nnn(-c2nonc2NC(C)=O)c1C	5	i	i	i	6	i	i	-1	-14	-0.1	i
COc1cccc(C2CC(c3cccc(Br)c3)n3ncnc3N2)c1 (stereo unspecified)	-37	i	i	i	1	i	i	7	10	-0.3	i
COc1cccc(NC(=O)c2nn(C)c3c2CS(=O)(=O)c2ccccc2-3)c1	0	i	i	i	6	i	i	1	-19	-0.3	i
Cc1c(NS(=O)(=O)c2ccc(NC3CCCC3)c([N+](=O)[O-])c2)c(=O)n(-c2ccccc2)n1C	-3	i	i	i	2	i	i	-11	-33	0.2	i
CCC1Oc2ccccc2C(=O)N(CC(=O)c2ccc3c(c2)OCCO3)C1=O (stereo unspecified)	-92	i	i	i	-2	i	i	1	-34	1.3	i
CC(Nc1c[nH]c(=O)[nH]c1=O)c1ccccc1 (stereo unspecified)	-19	i	i	i	-9	i	i	2	-13	0.0	i
COCC(=O)n1nc(NCc2ccc(OC)cc2)nc1NCc1ccc(OC)cc1	-36	i	i	i	4	i	i	3	6	0.2	i
CC(C)(C)NS(=O)(=O)c1ccc(CCC(=O)N2CCOCC2)cc1	-26	i	i	i	-1	i	i	-3	-7	0.0	i
CC1(C)CC(=O)C(N=Nc2ccc(C(F)(F)F)cc2[N+](=O)[O-])=C(O)C1	-14	i	i	i	-5	i	i	39	-1	0.1	i
Cc1c(Br)cc(C(=O)NCCCN2CCOCC2)c(C)c1C	-5	i	i	i	-5	i	i	0	10	-0.1	i
Cc1ccc(CNS(=O)(=O)NCc2cccs2)cc1	1	i	i	i	-5	i	i	-8	-10	-0.4	i
Cc1ccc(C(=O)Oc2csc(=S)n2C(=O)c2ccc(C)cc2)cc1	-44	i	i	i	-2	i	i	-8	19	-0.7	i
C=CCC(=O)N(CC)CC1CCCN(CCc2cccc(F)c2)C1 (stereo unspecified)	-28	i	i	i	-9	i	i	-3	10	-20	i
COc1ccc(NC(=O)C(OC)c2ccccc2)cc1Cl (stereo unspecified)	-28	i	i	i	-8	i	i	-2	-28	-17	i
C(=C\c1ccccc1)/CSc1nnc(-c2cnccn2)n1Cc1ccco1	-9	i	i	i	3	i	i	5	-35	0.4	i
CCN(C(=O)COC(=O)/C=C/c1ccc(S(=O)(=O)N2CCc3ccccc32)cc1)C1CCS(=O)(=O)C1 (stereo unspecified)	-26	i	i	i	-3	i	i	-16	-10	0.2	i
Cc1nc(C)c(-c2ccc(SCc3ccc(Cl)cc3)nn2)s1	-21	i	i	i	7	i	i	-7	-7	/	i
CC(C(=O)Nc1cccnc1)N1C(=O)C2C3C=CC(C3)C2C1=O (stereo unspecified)	-4	i	i	i	4	i	i	-5	9	2.0	i
CCOC(=O)C1CCCN(C(=O)Cn2nc(Cc3cccnc3)c3ccccc3c2=O)C1 (stereo unspecified)	-30	i	i	i	-1	i	i	2	9	-0.4	i
CCN(CC)CCNC(=O)C1(O)c2cc(Br)ccc2NC(=O)N1c1ccc(Cl)cc1 (stereo unspecified)	-14	i	i	i	-2	i	i	2	-22	0.1	i
Cc1cccc(NC(=O)CCS(=O)(=O)c2cccc3nsnc23)c1C	-11	i	i	i	1	i	i	0	-30	-0.5	i

Ordered by value in aSyn UTR inh (high to low): three from the list above.
SMILES	KLF5 inh	TRPC4 potent	TRPC6 act	MrgX1 antag	TRPC4 act	aSyn UTR inh	TRPC4 inh
C=CCC(=O)N(CC)CC1CCCN(CCc2cccc(F)c2)C1 (stereo unspecified)	-28	i	i	i	i	10	i
COCC(=O)n1nc(NCc2ccc(OC)cc2)nc1NCc1ccc(OC)cc1	-36	i	i	i	i	6	i
COc1ccc(C(=O)Nc2ccc(N3CCN(C)CC3)cc2)cc1	-138	i	i	i	i	-165	i

(further entries)
SMILES	KLF5 inh	TRPC4 potent	TRPC6 act	MrgX1 antag	IEC-6 cytotox	TRPC6 inhibitor	TRPC4 act	SKKanGAS inh	aSyn UTR inh	HIF activator	TRPC4 inh
O=C(CSc1ncccc1-c1nc2ccccc2[nH]1)NCc1ccco1	0	i	i	i	6	i	i	-2	-61	0.0	i
Cc1cccc(-c2nc3c(c(SCC(=O)N4CCCC4)n2)COC(C)(C)C3)c1	9	i	i	i	6	i	i	-17	-60	-0.2	i
C=CCOc1cccc(C2C(C(=O)c3ccco3)=C(O)C(=O)N2CCN2CCOCC2)c1 (stereo unspecified)	-3	i	i	i	-1	i	i	0	13	0.0	i
CCOC(=O)CN(C(=O)CSc1nnc(-c2ccc(OC)c(OC)c2)o1)c1ccc(F)cc1	-23	i	i	i	0	i	i	0	16	0.0	i
O=[N+]([O-])c1ccc2c(OCc3nnc(-c4ccccc4Br)o3)ncnc2c1	-2	i	i	i	1	i	i	-2	-2	0.8	i
C=CCOc1ccc(Oc2cc(C)nc(SC)n2)nn1	-23	i	i	i	-3	i	i	0	10	0.0	i
N#Cc1c(Cl)nsc1NC(=O)c1ccccc1	7	i	i	i	13	-5.3*	i	22	-66	0.8	i
Cc1cccc(-c2noc(CCC(=O)NC3CCCCC3)n2)c1	-31	i	i	i	-10	i	i	0	7	-0.1	i
Cc1ccc(C(=O)OCC(=O)NCCC2=CCCCC2)s1	-20	i	i	i	-1	i	i	8	-1	0.0	i
CC(/C=N/NC(=O)Cn1nccc1C)=C\c1ccc(C(C)C)cc1	-13	i	i	i	-1	i	i	1	-53	0.0	i
COc1ccc(CCNC(=O)C23CCC(C)(C(=O)C2Br)C3(C)C)cc1OC (stereo unspecified)	-25	i	i	i	4	i	i	3	15	-0.8	i
NC(=O)COc1ccc(/C=N/NS(=O)(=O)c2ccccc2)cc1	-33	i	i	i	-9	i	i	10	-4	0.1	i
O=C(CS(=O)CC(=O)Nc1cccc2c1CCCC2)Nc1ccc(F)cc1 (stereo unspecified)	3	i	i	i	0	i	i	0	15	0.1	i
O=C(OCc1nc2ccsc2c(=O)[nH]1)c1ccc(Cl)s1	/	i	i	i	/	i	i	2	17	0.0	i
CS(=O)(=O)NNC(=O)Cn1nnc(-c2ccc(OCc3ccccc3Cl)cc2)n1	/	i	i	i	/	i	i	0	-107	1.4	i
CC1=CC(C)(C)N(S(=O)(=O)c2ccc(F)cc2)c2ccc(C)cc21	-27	i	i	i	7	i	i	6	8	-0.9	i
O=C(CNCc1ccccc1Cl)Nc1ccccc1N1CCCCC1	-6	i	i	i	0	i	i	32	25	0.2	i
Cn1c2ccccc2c(=O)c2c(=O)n(-c3ccccc3)c(C3CCCCC3)nc21	-3	i	i	i	-4	i	i	28	16	0.8	i
c1ccc(CN2CCN(c3nc(-c4ccccc4)nc(-n4ccnc4)n3)CC2)cc1	-2	i	i	i	3	i	i	16	18	-0.3	i
Fc1ccc(N2CCN(C(=S)NCc3ccco3)CC2)cc1	-35	i	i	i	2	i	i	8	2	0.3	i
CCOCCn1c(N2CCN(c3ccc(OC)cc3)CC2)nc2c1c(=O)[nH]c(=O)n2C	-5	i	i	i	3	i	i	-2	-8	-0.1	i
Cc1ccnc(-n2c(C)cc(C=O)c2C)c1	-15	i	i	i	0	i	i	-7	-18	0.0	i
O=C(NCc1cccs1)C1CCN(C(=O)NCc2ccccc2)CC1	-29	i	i	i	-3	i	i	3	-11	-0.9	i
CNC(=O)c1cc2cc(OC)ccc2oc1=O	-31	i	i	i	-2	i	i	1	4	0.1	i
O=[N+]([O-])c1ccc2c(c1)nc1n2CCN(CC2CCCO2)C1 (stereo unspecified)	1	i	i	i	5	i	i	1	-31	0.5	i
SMILES	KLF5 inh	TRPC4 potent	TRPC6 act	MrgX1 antag	IEC-6 cytotox	TRPC6 inhibitor	TRPC4 act	SKKanGAS inh	aSyn UTR inh	HIF activator	TRPC4 inh
O=C(Nc1ccc(N2CCOCC2)nc1)c1ccccc1Cl	-24	i	i	i	-2	i	i	0	-102	1.1	i
Cc1ccnc(NC(=O)Nc2ccc3c(c2)OCO3)c1	-97	i	i	i	2	i	i	2	-27	0.1	i
COc1ccc(Nc2cc(Cl)nc(N)n2)cc1OC	-2	i	i	i	4	i	i	-4	10	-0.9	i
CS(=O)(=O)N(Cc1ccc(Cl)cc1)c1ccc(C(=O)NCC2CCCO2)cc1 (stereo unspecified)	-4	i	i	i	1	i	i	2	14	-0.2	i
COc1cccc(CNC(=O)CNC(=O)N2CC(=O)Nc3ccccc32)c1	-20	i	i	i	-1	i	i	2	-18	1.4	i
CCCCN(CCCC)CCNC(=O)CNC(=O)c1cccs1	-28	i	i	i	0	i	i	10	8	-0.4	i
CCn1c(N2CCN(S(=O)(=O)c3ccc(Cl)cc3)CC2)nc2ccccc21	-29	i	i	i	3	i	i	-1	29	-0.5	i
CC(C)OC(=O)/C(=C/c1ccc2c(c1)c1ccccc1n2C)NC(=O)c1ccccc1	-60	i	i	i	-1	i	i	1	-146	3.0	i
Cc1cnn(C(=S)NCc2ccc(Cl)cc2)c1	2	i	i	i	5	i	i	15	24	-0.8	i
CC(C)(C)c1ccc(Oc2ccc(NC(=O)c3cccs3)cn2)cc1	-9	i	i	i	-3	i	i	20	25	-1.0	i
CCOC(=O)c1sc(NC(=O)Nc2ccccc2Cl)cc1C	-112	i	i	i	8	i	i	-11	-95	0.3	i
CC(C)(C)NC(=O)C(c1cccnc1)N(C(=O)c1csnn1)c1ccccc1 (stereo unspecified)	4	i	i	i	-1	i	i	-7	-5	0.9	i
CCS(=O)(=O)N1CCC(C(=O)Oc2ccccc2)CC1	-34	i	i	i	-5	i	i	4	-2	1.9	i
CC(Sc1nnc2ccccn12)C(=O)Nc1ccc2c(c1)OCO2 (stereo unspecified)	-15	i	i	i	-1	i	i	-5	-55	0.0	i
CCOC(=O)Cn1cnc2c(C#N)c3n(c2c1=O)CCCCC3	-29	i	i	i	0	i	i	-1	19	-0.2	i

Screening results as filed in PubChem.
